Screening data (PubChem BioAssay)
TNF necrop inh: TNF-alpha cell death inhibition in Jurkat FADD-/- cells. Jurkat FADD-/- TNF necroptosis rescue, ATP luminescence, 24 h; 0 = TNF only, 100 = no-TNF cells. activation (protection from cell death), % at 10 µM. hit rate 0.068% among 220,000. AID 463075;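 active = activation, meaning protection from cell death, of at least 50% relative to plate controls; inactive = activation below 50%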;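 note: necroptosis triggered by 40 ng/mL TNF-alpha added together with compound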
PERK inhibitor: inhibitors of human PERK kinase. inhibition, % at 5.6 µM. hit rate 0.17% among 220,000. AID 1416. CHO PERK-DD fusion, SEAP luminescence translation reporter. Q9NZJ5;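 active = inhibition above the mean inhibition of all tested compounds plus 3 SD, set separately per screening campaign, cut at about 2.9% in these data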;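 note: PERK kinase domain activated by AP20187 dimerizer at 100 nM; 0% = DMSO with dimerizer and 100% = rapamycin at 8.4 µM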
Mdm2 ligase inh: inhibitors of human Mdm2 E3 ubiquitin ligase; signal enhancement, % at 5 µM; hit rate 0.11% among 210,000; AID 1230; cell-based MDM2 ubiquitination luciferase reporter, 2 h; 0 = plate control, 100 = twice control, blank-subtracted; Q00987;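 active = signal enhancement of 30% or more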;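 note: luminescence tracks abundance of the self-degrading MDM2-luciferase fusion protein; higher signal means inhibition of MDM2 E3 ligase activity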
Target sequence (Q00987 whole entry, looked up, the tested form may be a part): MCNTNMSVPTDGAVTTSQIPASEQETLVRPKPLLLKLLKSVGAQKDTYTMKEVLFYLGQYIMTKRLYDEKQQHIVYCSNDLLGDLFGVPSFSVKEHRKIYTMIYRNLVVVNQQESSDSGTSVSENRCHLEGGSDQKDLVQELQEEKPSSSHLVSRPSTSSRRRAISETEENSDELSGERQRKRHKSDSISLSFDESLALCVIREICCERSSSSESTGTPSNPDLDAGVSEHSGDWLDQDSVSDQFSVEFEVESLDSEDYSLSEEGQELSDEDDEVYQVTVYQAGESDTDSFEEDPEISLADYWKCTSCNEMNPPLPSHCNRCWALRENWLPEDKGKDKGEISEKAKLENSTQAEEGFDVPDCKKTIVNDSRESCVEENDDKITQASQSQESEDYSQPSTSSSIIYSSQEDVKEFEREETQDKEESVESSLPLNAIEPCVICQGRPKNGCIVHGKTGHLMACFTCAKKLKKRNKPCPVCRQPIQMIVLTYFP
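system = mammalian cells stably expressing self-ubiquitinating, self-degrading MDM2 E3–luciferase fusion | quantity = 2000 cells per well seeded | incubation = 4 h cell settling then 2 h compound exposure, 37 °C | signal = SteadyLite luminescence, 15 min reagent step | benchmarks = plate control and blank wells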
Cl transport mod: modulates chloride dependent transport by human KCC2 | AID 1456 | hit rate 2.2% among 190,000 | KCC2 cells, thallium flux FluoZin-2 fluorescence | Q9H2X9 | B-score of Tl+ flux slope (higher = more flux/activation; lower = inhibition) at 10 µM;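 active = thallium flux slope and its plate-corrected score both differing from the plate sample mean at a set confidence after two filtering rounds, in either direction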;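 note: slope of fluorescence scaled to starting intensity during 10 to 20 s after thallium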
L929 necroptosis: blocks zVAD induced death of L929 cells. viability rescue, % at 10 µM. hit rate 0.38% among 220,000. L929 zVAD necroptosis rescue, ATP luminescence, 24 h; with zVAD 60 µM;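 active = activation, scaled between plate controls, above about 75%, limit read from the data; inactive = activation under that limit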;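 note: 0% = zVAD with DMSO and 100% = DMSO alone without zVAD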
Rad51 HR inh: Rad51 (human) homologous recombination inhibition; hRad51 DNA strand exchange, fluorescence dequenching; inhibition, % at 10 µM; hit rate 0.085% among 200,000; AID 1385;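 active = inhibition above 40% at the single screening dose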;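 note: 0% = DMSO control wells and 100% = blanks with heterologous ssDNA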
Target sequence (Q06609 whole entry, looked up): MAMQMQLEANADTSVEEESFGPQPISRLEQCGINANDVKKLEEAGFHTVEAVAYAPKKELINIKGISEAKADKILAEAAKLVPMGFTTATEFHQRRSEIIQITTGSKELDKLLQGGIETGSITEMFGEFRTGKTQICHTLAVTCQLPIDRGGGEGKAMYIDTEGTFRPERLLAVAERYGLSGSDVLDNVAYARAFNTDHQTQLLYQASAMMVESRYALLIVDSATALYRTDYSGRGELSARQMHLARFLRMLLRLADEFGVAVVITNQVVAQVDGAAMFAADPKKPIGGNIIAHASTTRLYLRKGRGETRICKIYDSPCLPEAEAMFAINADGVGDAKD
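material = hRad51 filaments on single-stranded DNA | timing = filaments 15 min 37 °C, then compound 30 min | signal = FRET fluorescence dequenching, excitation 485 nm, emission 520 nm | benchmarks = control wells and blank wells on each plate | evaluation = percent inhibition relative to plate controls and blanks | compound = 10 µM final, single point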
EBV gp42 inh: inhibitors of Epstein-Barr virus glycoprotein 42; Q1HVG2; Fluorescence polarization binding assay, mP read-out; inhibition, % (tested at 21.74 µM); hit rate 0.42% among 220,000; in the data active = inhibition above about 50%
Target sequence (Q1HVG2 whole entry, looked up): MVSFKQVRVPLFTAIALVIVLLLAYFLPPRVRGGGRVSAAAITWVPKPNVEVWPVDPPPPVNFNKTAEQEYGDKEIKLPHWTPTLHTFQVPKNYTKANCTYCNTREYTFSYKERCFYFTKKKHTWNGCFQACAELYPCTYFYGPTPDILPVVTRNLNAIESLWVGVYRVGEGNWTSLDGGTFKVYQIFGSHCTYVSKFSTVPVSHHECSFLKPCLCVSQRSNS
eIF4E 4G PPI: blocks eIF4E binding to eIF4G; TR-FRET eIF4E-eIF4GI(517-606) binding, 2 h; hit rate 0.37% among 220,000; inhibition, % at 21.7 µM;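 active = inhibition above about 30%, limit read from the data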;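 note: 0% = full FRET control wells and 100% = background wells lacking eIF4GI fragment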
Calpain2 inh: blocks pig calpain II enzyme activity; purified calpain II, fluorogenic peptide substrate, 30 min; inhibition, % at 16 µM; hit rate 0.37% among 220,000;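 active = inhibition above about 50%, limit read from the data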
* marks the source's active call; other numbers are inactive results; i = inactive; nt = no result given; [ ] = another dose, or the depositor's remark.

Preview:
#1 Cc1cc(-n2c(SCCC#N)nnc2-c2cccnc2)ccc1Cl
#2 O=C(O)COc1ccccc1/C=C1\SC(=Nc2ccc(F)cc2)N(c2ccc(F)cc2)C1=O
#3 Cc1nc2sc(C(c3ccc(Cl)cc3)N3CCN(c4ccccc4F)CC3)c(O)n2n1 (centres undefined)
#4 Cc1cc(C)c2c(-n3cccc3)c(C(=O)NNS(=O)(=O)c3ccc(F)cc3)sc2n1
#5 COc1ccc(Br)cc1CNC(=O)Cc1c(C(=O)O)[nH]c2ccc(Cl)cc12
#6 COc1ccccc1-n1cnc2cc(NC(=O)c3ccco3)ccc21
#7 Cc1noc(C)c1C(=O)OCC(=O)Nc1cccc(S(N)(=O)=O)c1
Compound	1	2	3	4	5	6	7
TNF necrop inh	-3.4	-1.2	0.1	-3.5	0.9	-12	0.1
PERK inhibitor	-0.2	0.0	-0.9	0.4	0.9	-1.1	1.5
Mdm2 ligase inh	-10	-13	-5	-9	-2	-9	-7
Cl transport mod	0.041	-1	0.035	nt	-2.9	nt	-1.3
L929 necroptosis	-0.7	0.9	0.3	-0.1	3.1	8.2	3.0
Rad51 HR inh	-1	4	-2	2	-2	2	8
EBV gp42 inh	-8	3	3	-10	-5	-9	-10
eIF4E 4G PPI	0	3	4	3	1	-3	-2
Calpain2 inh	-11	20	-18	18	44	17	-8

#8 COc1cccc(-c2cc(C(=O)Nc3cnn(Cc4ccc(F)cc4)c3)no2)c1
#9 COc1ccc(S(=O)(=O)N2CCCC2C(=O)Nc2nc3c(s2)CCCC3)cc1 (centres undefined)
#10 CC(=O)Nc1ccc(S(=O)(=O)N(C)CC(=O)OCC(=O)N2CCc3ccccc32)cc1
#11 COC(=O)c1cc2nc(-c3ccc(OC)cc3)cc(C(F)(F)F)n2n1
#12 c1cc(-c2nsc(-c3ccncc3)n2)ccn1
#13 O=C(Nc1cc(S(=O)(=O)N2CCOCC2)ccc1N1CCOCC1)c1ccc(S(=O)(=O)N2CCCCC2)cc1
Compound	8	9	10	11	12	13
TNF necrop inh	-2.6	-0.2	1.6	-0.3	-4.3	4.0
PERK inhibitor	0.5	-0.6	0.9	-0.7	0.3	0.8
Mdm2 ligase inh	-1	-13	47*	3	nt	-14
Cl transport mod	0.1	nt	-3.8*	1	-0.62	-0.85
L929 necroptosis	-0.2	-0.1	0.8	0.3	27	-2.0
Rad51 HR inh	-5	0	nt	-5	8	-4
EBV gp42 inh	-7	-14	-11	-18	-8	-8
eIF4E 4G PPI	-5[fluorescence artefact?]	1	-5	-8	-3	-4
Calpain2 inh	-22	-6	-23	i	-25	-48

The listing, from the start:
#1 Cc1cc(-n2c(SCCC#N)nnc2-c2cccnc2)ccc1Cl
#2 O=C(O)COc1ccccc1/C=C1\SC(=Nc2ccc(F)cc2)N(c2ccc(F)cc2)C1=O
#3 Cc1nc2sc(C(c3ccc(Cl)cc3)N3CCN(c4ccccc4F)CC3)c(O)n2n1 (centres undefined)
#4 Cc1cc(C)c2c(-n3cccc3)c(C(=O)NNS(=O)(=O)c3ccc(F)cc3)sc2n1
#5 COc1ccc(Br)cc1CNC(=O)Cc1c(C(=O)O)[nH]c2ccc(Cl)cc12
Compound	1	2	3	4	5
TNF necrop inh	-3.4	-1.2	0.1	-3.5	0.9
PERK inhibitor	-0.2	0.0	-0.9	0.4	0.9
Mdm2 ligase inh	-10	-13	-5	-9	-2
Cl transport mod	0.041	-1	0.035	nt	-2.9
L929 necroptosis	-0.7	0.9	0.3	-0.1	3.1
Rad51 HR inh	-1	4	-2	2	-2
EBV gp42 inh	-8	3	3	-10	-5
eIF4E 4G PPI	0	3	4	3	1
Calpain2 inh	-11	20	-18	18	44

#6 COc1ccccc1-n1cnc2cc(NC(=O)c3ccco3)ccc21
#7 Cc1noc(C)c1C(=O)OCC(=O)Nc1cccc(S(N)(=O)=O)c1
#8 COc1cccc(-c2cc(C(=O)Nc3cnn(Cc4ccc(F)cc4)c3)no2)c1
#9 COc1ccc(S(=O)(=O)N2CCCC2C(=O)Nc2nc3c(s2)CCCC3)cc1 (centres undefined)
#10 CC(=O)Nc1ccc(S(=O)(=O)N(C)CC(=O)OCC(=O)N2CCc3ccccc32)cc1
Compound	6	7	8	9	10
TNF necrop inh	-12	0.1	-2.6	-0.2	1.6
PERK inhibitor	-1.1	1.5	0.5	-0.6	0.9
Mdm2 ligase inh	-9	-7	-1	-13	47*
Cl transport mod	nt	-1.3	0.1	nt	-3.8*
L929 necroptosis	8.2	3.0	-0.2	-0.1	0.8
Rad51 HR inh	2	8	-5	0	nt
EBV gp42 inh	-9	-10	-7	-14	-11
eIF4E 4G PPI	-3	-2	-5[fluorescence artefact?]	1	-5
Calpain2 inh	17	-8	-22	-6	-23

#11 COC(=O)c1cc2nc(-c3ccc(OC)cc3)cc(C(F)(F)F)n2n1
#12 c1cc(-c2nsc(-c3ccncc3)n2)ccn1
#13 O=C(Nc1cc(S(=O)(=O)N2CCOCC2)ccc1N1CCOCC1)c1ccc(S(=O)(=O)N2CCCCC2)cc1
#14 COc1ccccc1C1C(C#N)=C(N)Oc2cc(C)n(CCCn3ccnc3)c(=O)c21 (centres undefined)
#15 O=C(CSc1nc(-c2ccc(F)cc2)cc(C(F)(F)F)n1)NCc1cccs1
Compound	11	12	13	14	15
TNF necrop inh	-0.3	-4.3	4.0	0.5	0.9
PERK inhibitor	-0.7	0.3	0.8	0.3	0.3
Mdm2 ligase inh	3	nt	-14	-7	8
Cl transport mod	1	-0.62	-0.85	nt	-0.0059
L929 necroptosis	0.3	27	-2.0	1.3	0.3
Rad51 HR inh	-5	8	-4	3	7
EBV gp42 inh	-18	-8	-8	-7	11
eIF4E 4G PPI	-8	-3	-4	0[fluorescence artefact?]	17[fluorescence artefact?]
Calpain2 inh	i	-25	-48	-14	21

#16 Nc1c(C(=O)Nc2cccc(Cl)c2Cl)sc2nc(-c3cccnc3)ccc12
#17 CC(=O)C(Sc1nnnn1-c1ccccc1)C(C)=O
#18 Cc1nc(CCNC(=O)CC2C(=O)NCCN2Cc2ccoc2)nc2c1CCCC2 (centres undefined)
#19 COc1ccc(CNCCC(c2ccc(F)cc2)c2ccc(OC(C)C)cc2)cc1OC (centres undefined)
#20 O=C(Cn1ncc2c1-c1ccccc1OC2)N1CCN(Cc2ccccc2)CC1
Compound	16	17	18	19	20
TNF necrop inh	-0.8	0.3	-0.9	-13	-1.3
PERK inhibitor	1.1	-0.6	0.2	0.6	-1.3
Mdm2 ligase inh	-7	-14	-13	nt	-9
Cl transport mod	-0.58	0.6	0.61	-0.23	-0.52
L929 necroptosis	0.5	1.1	-0.1	7.9	0.1
Rad51 HR inh	-3	0	nt	-22	nt
EBV gp42 inh	2	-1	14	-17	-15
eIF4E 4G PPI	-6	0	3	-2	4
Calpain2 inh	-45	-4	29	22	-20

#21 CCC/C(=N\NC(=O)c1ccc(CSc2nncn2C)cc1)c1ccccc1
#22 C[C@@]12CCC=C[C@H]1[C@H](c1ccc3ccccc3c1)N(Cc1ccccc1)C2=O
#23 O=C(NCCCN1CCOCC1)c1cc2c(s1)CCC2
#24 Cc1cc(C)cc(NS(=O)(=O)c2cc(C(=O)NCc3ccccn3)ccc2Cl)c1
#25 COc1ccc(N=C2S/C(=C\c3ccco3)C(=O)N2CC(C)C)cc1
Compound	21	22	23	24	25
TNF necrop inh	3.1	-6.6	0.7	1.5	-2.5
PERK inhibitor	1.0	nt	0.1	-0.6	-0.6
Mdm2 ligase inh	3	5	-17	3	-7
Cl transport mod	0.71	-0.064	-0.12	0.076	-0.0046
L929 necroptosis	0.5	3.1	0.3	0.4	-0.1
Rad51 HR inh	9	7	-8	2	-1
EBV gp42 inh	-3	-4	10	-9	-5
eIF4E 4G PPI	0	-4	-4	13	0
Calpain2 inh	7	4	8	0	21

#26 CSc1nc2c(c(=O)[nH]1)C(c1ccc(F)cc1)CC(=O)N2 (centres undefined)
#27 CC(NC(=O)c1ccc2c(c1)OCO2)C(c1cccs1)N1CCN(c2ccccc2)CC1 (centres undefined)
#28 CC(C)NC(=S)NC1(C)CCS(=O)(=O)C1 (centres undefined)
#29 Fc1cc(F)c2nc(N3CCOCC3)sc2c1
#30 Cc1ccc(CNc2nc3ccccc3n3nnnc23)cc1
Compound	26	27	28	29	30
TNF necrop inh	-0.2	1.1	0.7	0.4	0.5
PERK inhibitor	0.1	0.1	1.9	-0.7	0.0
Mdm2 ligase inh	-5	-6	-13	-18	0
Cl transport mod	-0.31	0.72	1.2	-0.12	0.049
L929 necroptosis	2.6	-0.7	0.4	0.6	1.4
Rad51 HR inh	4	nt	-8	-1	13
EBV gp42 inh	6	1	-3	-16	35
eIF4E 4G PPI	-2	-5	-5	-1	-22[fluorescence artefact?]
Calpain2 inh	8	-13	21	-9	-13

#31 N=C1S/C(=C\c2ccc(-c3cccc(Cl)c3)o2)C(=O)N1c1nccs1
#32 O=C(COc1ccc(Cl)cc1)NCc1nnc(SCC(=O)NCCc2ccccc2)o1
#33 CC(=O)Nc1ccc(S(=O)(=O)NCCNC(=O)c2ccccc2F)cc1
#34 Cc1ccc(C)c(NC(=O)COc2cccc3c2CCN(Cc2ccccc2C)C3=O)c1
#35 C/C(=N\NC(=O)CCn1nnc2ccccc21)c1ccco1
Compound	31	32	33	34	35
TNF necrop inh	0.6	1.0	-1.0	-1.8	1.5
PERK inhibitor	2.3	0.0	-0.6	-0.3	0.7
Mdm2 ligase inh	36*	3	-5	-6	0
Cl transport mod	6.6*	nt	1.2	-0.28	0.095
L929 necroptosis	11	1.4	-0.5	1.8	0.9
Rad51 HR inh	-26	-3	-9	-10	15
EBV gp42 inh	76*	-1	-19	-3	-11
eIF4E 4G PPI	12	1	13	6	-3
Calpain2 inh	-68	23	-21	3	-4

#36 C=CCNc1nc(Nc2ccc(OC)cc2)nc(OC)n1
#37 C/C(CCc1ccccc1)=N\NC(=O)C1C2CCCCC21 (centres undefined)
#38 CC(=O)c1ccc(N=Nc2ccc(N)cc2)cc1
#39 O=C(c1ccccc1S(=O)(=O)NCC(O)COc1ccc([N+](=O)[O-])cc1)N1CCCCC1 (centres undefined)
#40 CCCn1nnc(NC(=O)c2ccc(OCC)c(Cl)c2)n1
#41 CCOc1cc(C(=O)N(C)Cc2cc3cc(OC)ccc3[nH]c2=O)cc(OCC)c1OCC
Compound	36	37	38	39	40	41
TNF necrop inh	1.2	1.7	-19	-3.1	-0.5	-0.7
PERK inhibitor	-0.1	1.1	0.8	0.7	0.0	-1.1
Mdm2 ligase inh	-14	-20	-63	0	-17	-8
Cl transport mod	0.35	-0.76	-0.21	-0.03	-0.88	-0.14
L929 necroptosis	0.8	-0.2	1.8	0.6	-0.1	0.2
Rad51 HR inh	2	nt	17	-6	-2	-14
EBV gp42 inh	-17	1	-11	-11	-5	-54
eIF4E 4G PPI	3	0	0	7	4[fluorescence artefact?]	1
Calpain2 inh	-9	-9	-2	27	-28	-56
